# PLAP inhibition: inhibition of human placental alkaline phosphatase – biochemical, luminescence, HTS (AID 690); purified PLAP, luminescent substrate; higher % means a stronger effect; one-dose inhibition, % at 20 µM; IC50 in µM for titrated hits; hit rate 0.08% among 96,000; in the data active = a potency from the dose series; inactive = the rest, 99 in 100 with inhibition below about 30%; note: strong numbers were not always called active
# MRP resist rev: compounds reversing MRP-mediated drug resistance | differential viability (reversal), % at 10 µM | H69AR cells + 2 uM doxorubicin, CellTiter-Glo, 72 h | hit rate 0.04% among 85,000 | AID 602;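 active = viability drop by adding the cancer drug above about 55%, with treated viability meeting a 40% cutoff, limit read from the data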;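 note: viability without doxorubicin minus viability with 2 µM doxorubicin for each compound; larger differential means the compound sensitizes cells more to doxorubicin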
# NFkB transloc pot: enhances IL-1B driven NFkB nuclear translocation; HUVEC IL-1B NFkB p65 nuclear translocation imaging; activation, % at 2 µM; hit rate 0.3% among 94,000; AID 819;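 active = activation above 40%, about the mean plus 3 SD, also judged a hit on visual image review; inconclusive = activation above 40% but not a hit on visual review; inactive = activation not above 40% and no visual hit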;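 note: percent activation is computed from the nuclear over cytoplasmic p65 intensity ratio; values of inactives mirror those of a sister screen read the other way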
# Bcl-B TR3 displacers: displacers of TR3 peptide from Bcl-B, primary screen, selectivity assay for Bfl-1 inhibitor project, biochemical, fluorescence polarization | FP displacement of FITC-TR3 peptide from Bcl-B; higher % means a stronger effect | displacement, % at 20 µM, or IC50 in µM where a hit was titrated | hit rate 0.11% among 96,000;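 active = displacement above 50% at 20 µM plus a fluorescence interference ratio under 1.5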;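 note: plate controls were wells without compound for no effect and wells lacking Bcl-B protein for full effect; a part of the inactive calls stands beside numbers as strong as those of hits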
# NFkB transloc inh: blocks IL-1B driven NFkB nuclear translocation in HUVEC cells. HUVEC IL-1B NFkB p65 nuclear translocation imaging. inhibition, % at 2 µM. hit rate 0.43% among 94,000;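 active = inhibition above about 30% together with a positive call from visual inspection of the well image, limit read from the data; inconclusive = inhibition above a set limit but visual check negative; inactive = inhibition not above a set limit, visual check negative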;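 note: nuclear over cytoplasmic p65 intensity ratio measured by imaging; 0% = IL-1B stimulated DMSO wells and 100% = unstimulated DMSO wells; values of inactives mirror those of a sister screen read the other way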
# MRP resist rev cytotoxicity: also measured in MRP resist rev; calls as there; viability, %; H69AR cells, CellTiter-Glo, 72 h; measured here: cytotoxicity without doxorubicin
# MRP resist rev with doxorubicin: further read-out of MRP resist rev, marked with its call; viability, %; measured here: viability with 2 uM doxorubicin; hits give low values
# NFkB transloc inh cell count 2 µM: also measured in NFkB transloc inh; calls as there; cell count; measured here: cells passing quality filter;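 raw number of nuclei counted in each imaged well without normalization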
# NFkB transloc pot cell count 2 µM: further read-out of NFkB transloc pot, marked with its call; cell count; measured here: cells passing quality filter
# An asterisk follows results filed as active; ? = inconclusive; . = not tested or not shown. This is a subset; count on the stated rates, not on these rows.
SMILES,PLAP inhibition,MRP resist rev,MRP resist rev cytotoxicity,MRP resist rev with doxorubicin,NFkB transloc pot,NFkB transloc pot cell count 2 µM,Bcl-B TR3 displacers,NFkB transloc inh,NFkB transloc inh cell count 2 µM
Cc1ccc(C(=O)C(OC(=O)CN2C(=O)c3ccccc3C2=O)c2ccccc2)cc1 (configuration not stated),0.6%,.,.,.,4.6,153,2.7%,-4.6,153
O=C(CSc1nc(-c2ccccc2)c(-c2ccccc2)[nH]1)N1CCN(S(=O)(=O)c2ccccc2)CC1,-91.1%,31.6,54.4,22.8,11.9,133,-18.7%,-11.9,133
CC(C)c1nnc(NC(=O)CCC(=O)N2CCN(Cc3ccccc3)CC2)s1,-67.8%,24.5,89.4,64.9,6.3,88,8.6%,-6.3,88
Cc1cc(C)n(-c2nc3c(c(=O)[nH]c(=O)n3C)n2CC(O)COc2ccccc2)n1 (configuration not stated),-3.2%,.,.,.,-7.5,149,1.1%,7.5,149
COc1ccc(N2C(=O)C3CCCN3C2c2cc(OC)c(OC)cc2OC)cc1 (configuration not stated),-65.1%,-3.5,81.8,85.2,-10.0,163,13.8%,10.0,163
N#Cc1cnc(Nc2nc3ccccc3o2)nc1-c1ccccc1,-71.7%,6.2,69.6,63.4,.,.,-10.9%,.,.
CCC(=O)Nc1c(-c2ccc(OC)cc2)c(=O)c2ccccc2n1C,-8.1%,6.5,101.6,95.1,-13.9,128,-4.5%,13.9,128
COc1ccc(CCNC(=O)COC(=O)c2cnc(C)cn2)cc1,1.9%,7.3,98.6,91.2,-3.3,164,-2.1%,3.3,164
COc1ccccc1N1CCN(C(CNC(=O)c2ccco2)c2cccnc2)CC1 (configuration not stated),-15.1%,.,.,.,4.6,93,6.3%,-4.6,93
CCCOc1ccccc1C1C(C(=O)OC)=CN(C(C)C)C=C1C(=O)OC,-101.6%,19.1,87.5,68.4,0.4,118,-17.5%,-0.4,118
Cc1cc(NC(=O)CCC(=O)N(c2cccnc2)C(C(=O)NC2CCCC2)c2ccccc2)no1 (configuration not stated),-21.9%,-8.3,86.2,94.5,.,.,5.5%,.,.
Cc1cccc(CN2CCN(c3ccccn3)CC2)c1,.,0.8,94.4,93.6,11.8,140,.,-11.8,140
O=C(NCCCN1CCCC1=O)c1cncc(Br)c1,-15.1%,1.0,101.5,100.5,13.2,127,-1.4%,-13.2,127
O=c1[nH]c2ccccc2n1Cc1ccc(Cl)cc1,-5.2%,11.2,100.1,88.9,-2.8,168,-2.8%,2.8,168
CCCCN(CC)Cc1c(C)[nH]c2ccccc2c1=O,16.3%,-19.3,85.3,104.6,22.0,113,-6.6%,-22.0,113
CC(C)(C)c1ccc(C(=O)NNC(=O)c2cccc(Br)c2)cc1,1.8%,.,.,.,-6.2,123,-6.9%,6.2,123
COc1cccc(N2CCN(C(=O)c3[nH]c(C)c(C(C)=O)c3C)CC2)c1,6.3%,-26.5,21.2,47.7,22.8,129,-3.0%,-22.8,129
COc1cc(C2C(C(=O)c3ccc(C)o3)=C(O)C(=O)N2CCc2ccccc2)ccc1O (configuration not stated),-4.1%,-0.3,89.7,90.0,-2.9,171,0.1%,2.9,171
COc1ccc(/C=C/C(=O)c2c(O)cc(C)oc2=O)c(OC)c1,0.9%,.,.,.,-4.1,131,-41.6%,4.1,131
CCn1ncc(C2=NOC(C(=O)Nc3cccnc3)C2)c1C (configuration not stated),-2.3%,.,.,.,.,.,-4.7%,.,.
Clc1ccc(-c2nc(NCCN3CCOCC3)c3ccccc3n2)cc1,-1.6%,8.2,86.0,77.8,8.5,217,15.7%,-8.5,217
COC(=O)c1ccc(N(C(=O)CNC(=O)c2ccco2)C(C(=O)NC2CCCC2)c2ccco2)cc1 (configuration not stated),.,1.9,95.3,93.4,11.0,163,.,-11.0,163
CCN(CCNC(=O)C1CCN(Cc2nc(-c3cccc(Cl)c3)oc2C)CC1)c1ccccc1,-96.3%,-10.0,3.0,13.0,-2.3,198,-13.9%,2.3,198
CCOC(=O)c1cnn(-c2ccccc2)c1-c1ccccc1,-13.8%,-9.5,67.9,77.4,13.3,147,0.1%,-13.3,147
Cc1c(NC(=O)/C(C#N)=C/C2CC=CCC2)c(=O)n(-c2ccccc2)n1C (configuration not stated),-25.7%,.,.,.,-11.4,160,-4.7%,11.4,160
CCOc1ccccc1C(=O)OCC(=O)Nc1ncc(C(F)(F)F)cc1Cl,-46.5%,22.4,107.5,85.1,-6.4,210,-49.6%,6.4,210
COc1ccc(CCN=CC2=C(O)CCCC2=O)cc1OC,1.6%,24.2,94.4,70.2,3.5,177,-3.6%,-3.5,177
CCc1cc2c(SCC(=O)c3ccc(Cl)s3)ncnc2s1,51.1%,1.4,92.0,90.6,8.9,182,-24.0%,-8.9,182
O=C(COC(=O)c1cccs1)NC1CCCCC1,11.3%,12.2,103.2,91.0,8.5,74,-2.5%,-8.5,74
CCC1c2ccc(C)n2CCN1C(=O)Nc1ccccc1OC (configuration not stated),.,3.0,79.8,76.8,-7.0,114,.,7.0,114
O=C(COC(=O)c1ccco1)NCc1cccs1,-1.3%,25.8,101.4,75.6,-1.5,125,0.9%,1.5,125
O=C(Nc1ccc2c(c1)OCO2)c1ccc(Cl)s1,15.4%,18.8,87.0,68.2,10.3,159,-13.0%,-10.3,159
CC1CCCN(CCCNC(=O)CCn2nc(-c3ccccc3)ccc2=O)C1 (configuration not stated),-54.4%,.,.,.,23.2,120,-2.9%,-23.2,120
Cc1nnc(SCCN2CCOCC2)n1-c1cccc(Cl)c1,-39.2%,2.6,94.8,92.2,.,.,-7.0%,.,.
O=C(O)CSc1nc2ccc(Cl)cc2[nH]1,-2.8%,-0.3,96.0,96.3,29.9,116,-8.6%,-29.9,116
Cc1cccc(OCc2nnc(SCC(=O)N3CCN(C(=O)c4ccco4)CC3)n2C)c1C,-46.5%,11.2,81.8,70.6,20.9,170,12.7%,-20.9,170

# Compound profiles, from the list above. Screens in order: PLAP inhibition, MRP resist rev, MRP resist rev cytotoxicity, MRP resist rev with doxorubicin, NFkB transloc pot, NFkB transloc pot cell count 2 µM, Bcl-B TR3 displacers, NFkB transloc inh, NFkB transloc inh cell count 2 µM
# Shown for O=C(Nc1ccc2c(c1)OCO2)c1ccc(Cl)s1 = 15.4%, 18.8, 87.0, 68.2, 10.3, 159, -13.0%, -10.3, 159
# Shown for CCOc1ccccc1C(=O)OCC(=O)Nc1ncc(C(F)(F)F)cc1Cl = -46.5%, 22.4, 107.5, 85.1, -6.4, 210, -49.6%, 6.4, 210
# Shown for COc1ccc(CCN=CC2=C(O)CCCC2=O)cc1OC = 1.6%, 24.2, 94.4, 70.2, 3.5, 177, -3.6%, -3.5, 177
# Shown for O=C(COC(=O)c1ccco1)NCc1cccs1 = -1.3%, 25.8, 101.4, 75.6, -1.5, 125, 0.9%, 1.5, 125
# Shown for CCc1cc2c(SCC(=O)c3ccc(Cl)s3)ncnc2s1 = 51.1%, 1.4, 92.0, 90.6, 8.9, 182, -24.0%, -8.9, 182

# Additional records follow.
SMILES,PLAP inhibition,MRP resist rev,MRP resist rev cytotoxicity,MRP resist rev with doxorubicin,NFkB transloc pot,NFkB transloc pot cell count 2 µM,Bcl-B TR3 displacers,NFkB transloc inh,NFkB transloc inh cell count 2 µM
COc1ccc(NC(=O)C2=C(C)Nc3ncnn3C2c2ccccc2C(F)(F)F)c(OC)c1 (configuration not stated),-54.9%,-31.4,45.0,76.4,15.3,113,-2.3%,-15.3,113
COc1cccc(-c2nnc(SCC(=O)NCc3ccc4c(c3)OCO4)n2Cc2ccco2)c1,-13.8%,-10.5,87.2,97.8,14.8,180,-15.4%,-14.8,180
CCSc1nc2ccc(OC)cc2cc1C#N,.,14.7,94.5,79.7,-24.0,85,.,24.0,85
CCCCNc1ccc(C(=O)Nc2cccc(C)n2)cc1[N+](=O)[O-],8.8%,.,.,.,3.1,121,0.0%,-3.1,121
CS(=O)(=O)N1CCN(c2ccc([N+](=O)[O-])c(NCc3ccccc3)c2)CC1,-6.3%,.,.,.,2.9,90,-7.3%,-2.9,90
COc1cc2c(cc1NC(=O)Cn1cnc3c1c(=O)n(C)c(=O)n3C)oc1ccccc12,4.5%,-32.2,8.1,40.2,10.2,138,-34.3%,-10.2,138
CCS(=O)(=O)N1CCC(C(=O)NCc2ccccc2OC)CC1,1.7%,-5.0,96.0,101.0,16.1,186,3.2%,-16.1,186
Fc1ccccc1-c1nc(-c2ccccc2)no1,.,-4.3,95.6,99.9,28.1,172,.,-28.1,172
O=C(Cn1c(=O)oc2cc(S(=O)(=O)N3CCc4ccccc43)ccc21)N1CCCCC1,-19.0%,-13.4,60.6,74.1,5.9,59,-0.3%,-5.9,59
COC(=O)c1cc(NCc2cccs2)ccc1N1CCOCC1,-50.9%,4.1,81.3,77.2,4.9,129,-2.9%,-4.9,129
Cc1noc(NS(=O)(=O)c2ccc(NC(=O)c3ccoc3C)cc2)c1C,-33.5%,0.1,78.5,78.4,4.0,173,33.3%,-4.0,173
O=C(NC(=O)c1cccc(F)c1)OC[C@@H]1CCCN2CCCC[C@H]12,11.7%,-0.9,96.7,97.6,5.1,52,4.9%,-5.1,52
O=C1OCCC1N1C(=O)c2ccccc2S1(=O)=O (configuration not stated),-5.6%,8.1,87.6,79.4,-39.4,150,0.5%,?,.
CCCc1nnc(SCC(=O)N2CCOCC2)n1C,.,-12.3,95.4,107.7,-10.4,84,.,10.4,84
COc1ccc(N2C(=O)CSC2c2cccc(F)c2)c(OC)c1 (configuration not stated),-1.0%,2.6,103.8,101.2,9.1,82,-12.8%,-9.1,82
CCn1c(SCC(N)=O)nc2c1c(=O)n(C)c(=O)n2C,6.6%,.,.,.,10.1,127,-3.0%,-10.1,127
O=C(NCCN1C(=O)C2C3C=CC(C3)C2C1=O)Nc1ccc(Br)cc1 (configuration not stated),5.0%,-3.7,82.4,86.1,.,.,0.2%,.,.
COc1ccc2c(c1)OC13CCCCC1C2C(C(=O)c1ccccc1)C(=O)N3 (configuration not stated),31.3%,-3.5,47.5,51.0,7.2,183,7.9%,-7.3,183
C=CCN(N=Nc1cccc([N+](=O)[O-])c1)c1cccc([N+](=O)[O-])c1,40.9%,5.0,78.1,73.0,10.0,179,4.2%,-10.0,179
C=C(C)C(=O)Nc1ccc(OC(F)(F)C(F)F)c(NC(=O)C(=C)C)c1,6.4%,-8.1,85.5,93.5,-1.2,157,13.9%,1.2,157
COc1ccc(C2/C(=C(/O)c3ccccc3)C(=O)C(=O)N2CCO)cc1 (configuration not stated),-7.0%,.,.,.,8.7,145,-4.9%,-8.7,145
CC1=CC(=C2C(=O)c3ccccc3C2=O)C=C(C)N1C,6.3%,-21.2,74.5,95.7,5.4,171,-3.5%,-5.4,171
CNS(=O)(=O)c1cccc(C(=O)OCC(=O)NCc2ccccc2)c1,15.7%,.,.,.,-1.1,186,-11.8%,1.1,186
CCN(CCNC(=O)CS(=O)(=O)Cc1nc(-c2cccc(OC)c2)oc1C)c1ccccc1,-75.9%,-17.0,52.6,69.7,-5.4,124,-4.3%,5.4,124
COc1ccc(OCCCC(=O)Nc2nnc(C3CCCO3)s2)cc1 (configuration not stated),-1.9%,14.7,87.2,72.5,.,.,-5.8%,.,.
O=C(NCCc1c[nH]c2ccccc12)Nc1cccc2ccccc12,25.7%,-5.9,71.6,77.4,10.0,147,1.7%,-10.0,147
O=C(Nc1nncs1)c1cccc(S(=O)(=O)N2CCCC2)c1,8.7%,5.6,93.0,87.4,-7.1,142,-3.0%,7.1,142
CCOC(=O)N1CCN(C(=O)C2CCC(CNS(=O)(=O)c3ccccc3)CC2)CC1 (configuration not stated),-17.4%,-16.3,81.5,97.8,14.1,189,-10.6%,-14.1,189

# Compound activity (PubChem)
